Screens: PubChem BioAssay, National Center for Advancing Translational Sciences (NCATS)
PTAP TSG101 blk: blocks PTAP/TSG101 interaction to inhibit HIV-1 budding | Q99816 | Fluorescence polarization, FITC-PTAP peptide / Tsg101 binding | Potency, µM (top dose mostly 115 µM), for inactives: top-dose activity change, negative = inhibition, usual class: inhibitors | 340,000 tested, under 10 active; active means well fitted inhibition curve with a large enough effect in the main read-out, with a control signal flat, not every such curve was filed as active; inconclusive means small, poorly fitted or top-dose-only effect, or effect the other way, or a change in a side signal; inactive means no such curve, though single readings can be large or run the other way; further: potency means the concentration at half of the fitted maximal effect; % of control where 0% means no effect
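Fluorescence anisotropy tracks displacement of a FITC-tagged PTAP peptide (50 nM) from the Tsg101 binding domain (10 uM), following a 20 min room-temperature incubation at pH 7.5.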
TSHR antag: antagonists of human thyroid stimulating hormone receptor | P16473 | TSHR-expressing cells, TSH-stimulated cAMP HTRF, 2 h; active compounds read low | activity change, negative = inhibition, % at 11.5 µM | actives 0.2% (n = 330,000);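 active means activity change below a set negative limit, meaning inhibition stronger than a set level, cut at about -70% in these data; inconclusive means activity change between two set negative limits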; further: on the % scale 0 is the no-effect control and ±100 the full control effect
Target sequence (P16473 whole entry, looked up): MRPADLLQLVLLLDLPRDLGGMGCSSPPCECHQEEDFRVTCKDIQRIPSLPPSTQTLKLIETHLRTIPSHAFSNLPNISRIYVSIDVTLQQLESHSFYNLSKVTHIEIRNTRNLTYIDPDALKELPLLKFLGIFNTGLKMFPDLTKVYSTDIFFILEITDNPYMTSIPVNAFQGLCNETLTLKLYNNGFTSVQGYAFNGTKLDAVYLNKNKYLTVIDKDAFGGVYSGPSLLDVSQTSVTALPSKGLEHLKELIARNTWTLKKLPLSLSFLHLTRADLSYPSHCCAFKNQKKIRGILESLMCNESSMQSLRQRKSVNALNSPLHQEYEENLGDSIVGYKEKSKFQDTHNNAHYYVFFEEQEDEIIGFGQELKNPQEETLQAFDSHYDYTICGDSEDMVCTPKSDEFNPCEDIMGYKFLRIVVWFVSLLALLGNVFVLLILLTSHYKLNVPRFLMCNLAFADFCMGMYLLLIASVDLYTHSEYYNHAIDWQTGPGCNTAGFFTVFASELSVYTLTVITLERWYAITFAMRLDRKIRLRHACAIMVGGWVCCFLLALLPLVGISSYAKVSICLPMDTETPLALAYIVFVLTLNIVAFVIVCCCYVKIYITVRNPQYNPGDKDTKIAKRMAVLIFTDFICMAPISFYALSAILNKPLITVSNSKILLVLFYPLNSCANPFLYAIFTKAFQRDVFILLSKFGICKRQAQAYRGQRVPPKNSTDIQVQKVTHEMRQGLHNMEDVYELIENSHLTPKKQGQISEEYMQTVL
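TSHR-expressing cells, 200/well, pre-treated with compound, then stimulated with EC80 TSH (4nM final) for 2 hours at 37 deg C. cAMP measured by competitive HTRF: anti-cAMP cryptate antibody in lysis buffer plus cAMP-d2, read after 30 minutes at room temperature.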
Chronic BCR inh: inhibitors of chronic active B-cell receptor signaling. ABC-DLBCL IkBa-CBG/CBR reporter, luminescence ratio, 4 h. actives 0.05% (n = 340,000). Potency, µM (doses to about 46.1 µM), inactives show at the highest dose ratio change, negative = lower green/red ratio, actives largely listed as inhibitors. AID 493014; active means well fitted inhibition curve with a large enough effect in the signal ratio, with a control signal flat, not every such curve was filed as active; inconclusive means small, poorly fitted or top-dose-only effect, or effect the other way, or a change in a side signal; the % refers to the signal ratio;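 further: potency means the concentration at half of the fitted maximal effect; plate controls were basal doxycycline-induced cells for no effect and cells given 10 µM MG132 for full effect; MG132 reads +100%, hits lower the ratio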
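Concentration-response series (up to 46 uM) were applied to TMD8 dual-reporter cells for 4 h at 37C with doxycycline. Green/red ratio, after filter-overlap correction, defined %Activity; red signal alone was normalised to basal cells and zero luminescence.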
ELG1 DNA repair: blocks ELG1-dependent DNA repair in HEK293T cells | HEK293T ELG1-luciferase reporter, luminescence, 16 h; DNA damage induced by 5-fluorouridine | Potency, µM (top dose mostly 46.1 µM), for inactives: at the highest dose activity change, negative = inhibition, actives largely listed as inhibitors | actives 2.3% (n = 330,000) | AID 504467; further: potency means the concentration at half of the fitted maximal effect; on the % scale 0 is the no-effect control and ±100 the full control effect; nearly all actives have a fitted effect of over 55% in size
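Reporter activity after DNA damage by 5-fluorouridine is monitored. Compound-treated cells incubate 16 hr at 37 °C, then ONE-Glo is added for 30 min before luminescence reading.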
Integrin act MD: activates integrin-mediated alleviation for muscular dystrophy. actives 0.064% (n = 350,000). Potency, µM (titrated, usually from 38.3 µM), for inactives: at the highest dose activation, most hits filed as activators. alpha7betagal myoblasts, beta-gal FDG fluorescence, 48 h. AID 624291;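 further: potency means the concentration at half of the fitted maximal effect; 100% = response of the positive control SU9516; nearly all actives have a fitted effect of over 60% in size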
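Alpha7betagal+/- myoblasts (passage 13) were plated 16-24 hr, then exposed to compounds (1:260 dilution of DMSO stock) for 48 hours at 37C. After MPER lysis, β-galactosidase reporter activity was read as FDG fluorescence (ex 480/em 540) after 30 minutes.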
Mito fusion yeast: blocks mitochondrial division or promotes mitochondrial fusion. S. cerevisiae fusion-defective mutant growth rescue, CellTiterGlo 48 h. Potency, µM (doses to about 46.1 µM), without a hit: top-dose growth rescue (activation), hits mostly activators. actives 0.23% (n = 320,000);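 further: potency means the concentration at half of the fitted maximal effect; % of control where 0% means no effect; nearly all actives have a fitted effect of over 45% in size; temperature-sensitive fusion mutants such as fzo1-1 at 37 °C on non-fermentable ethanol glycerol medium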
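Luminescent cell viability in 1536-well qHTS format served as the measure of rescued growth in ts fusion-mutant S. cerevisiae cultured on non-fermentable YPEG for 48 hours at 37C.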
Tb PFK block: blocks T. brucei phosphofructokinase | O15648 | T. brucei PFK, ADP-Glo luminescence | Potency, µM (titrated, usually from 57.5 µM), inactives show top-dose activity, negative = inhibition, hits mostly inhibitors | actives 0.17% (n = 330,000) | AID 485367;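 further: potency means the concentration at half of the fitted maximal effect; 0% = uninhibited 1x PFK enzyme wells and -100% = no-enzyme wells; nearly all actives have a fitted effect of over 60% in size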
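In TEA buffer at pH 8.0 with 5 mM MgCl2, enzyme (1.25 nM) converted F6P (0.5 mM) and ATP (0.1 mM) for 45 min at room temperature. ADP product was read by luciferase luminescence.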
TCR act: activators of T cell receptors; 330,000 tested, under 10 active; primary human leukocytes, anti-CD3, IL-2 HTRF, 48 h; Potency, µM (series often up to 9.22 µM), for the others: at the top dose activation of IL-2 secretion, usual class: activators; further: % of control where 0% means no effect
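Compounds are tested in HTS on primary human leukocytes co-incubated with a-CD3 beads for 48 hr. IL-2 output is measured by time-resolved FRET.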
A-T KAP1 phos: potential ataxia-telangiectasia treatments restoring KAP-1 phosphorylation; […] A-T fibroblasts, KAP-1 phosphorylation AlphaLISA; neocarzinostatin DNA damage 30 min before lysis; Potency, µM (titrated, usually from 57.5 µM), without a hit: at the highest dose activation, most hits filed as activators; actives 0.19% (n = 320,000); further: potency means the concentration at half of the fitted maximal effect; % of control where 0% means no effect; nearly all actives have a fitted effect of over 45% in size
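ATM-like activity read as KAP-1 phosphorylation via AlphaLISA donor/acceptor antibody pairs after lysis and 6 hr at 25C. Cells were ATM-null patient fibroblasts ([…], hTERT), dosed 60 min, then exposed to the DSB inducer NCS for 30 min.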
S-ASM inh: blocks human secretory acid sphingomyelinase; P17405; placental ASM, HMU-PC fluorogenic substrate, 60 min; Potency, µM (top dose mostly 57.5 µM), for inactives: top-dose activity change, negative = inhibition, most hits filed as inhibitors; actives 0.006% (n = 340,000); AID 504937; further: potency means the concentration at half of the fitted maximal effect
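Fluorescence read-out (Ex 386 nm, Em 447 nm) after stopping the reaction at pH 10. Enzyme: ASM from human placenta; substrate HMU-PC0, 9 uM final; 60 min, 37 °C. Compound preincubation 10 min, ambient temperature.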
Eya2 inh: blocks the phosphatase activity of human Eya2; recombinant Eya2, OMFP fluorescence dephosphorylation (OMFP is methylfluorescein phosphate); O00167; actives 0.006% (n = 330,000); Potency, µM (doses to about 76.9 µM), for inactives: at the top dose activity, negative = inhibition, hits mostly inhibitors; further: potency means the concentration at half of the fitted maximal effect; on the % scale 0 is the no-effect control and ±100 the full control effect
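Eya2 protein (added as 0.2 uM solution) was preincubated with compound for 10 min at ambient temperature in 50 mM HEPES pH 7.5, 50 mM NaCl, 5 uM MgCl2, 0.05% BSA, 1 mM DTT. OMFP (added at 50 uM) then reacted 10 min; fluorescence read at 485/525 nm.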
Numbers without * were called inactive; ? = inconclusive; nt = not tested or not shown; [ ] = another dose, or the depositor's remark. Unless noted, the call rests on the fitted dose curve; in most records, active means well fitted curve in the direction sought with a large enough effect; inconclusive means small, poorly fitted or top-dose-only effect, or another doubt; inactive means no such curve, though single readings can be large; an effect the other way counts as inactive or inconclusive.

SMILES | PTAP TSG101 blk | TSHR antag | Chronic BCR inh | ELG1 DNA repair | Integrin act MD | Mito fusion yeast | Tb PFK block | TCR act | A-T KAP1 phos | S-ASM inh | Eya2 inh
COC(=O)CNC(=O)CSc1nnc(-c2ccc(OC)cc2)n1CC(C)C | 0% | 4 | -16% | 11% | -10% | -1% | -5% | 7% | 4% | -2% | 0%
O=[N+]([O-])c1cc(Br)c(OCc2nnc(-c3ccccc3)o2)c(Br)c1 | -1% | -7 | 1% | 0% | 1% | 11% | 3% | 0% | -2% | -5% | 6%
Cc1ccc(C)c(SCc2nc3sc(C(=O)O)c(C)c3c(=O)[nH]2)c1 | -5% | -3 | ? | 8% | -18% | -1% | -5% | 17% | -32% | 9% | -2%
CC(C(=O)NCC1CCCCC1)N(C)Cc1ccc(Cl)cc1 (centres undefined) | -2% | -5 | 4% | -23% | -10% | -4% | -2% | 0% | 1% | -3% | -26%
COc1cccc(C(=O)O/N=C(\N)c2ccc([N+](=O)[O-])cc2)c1OC | -1% | 4 | ? | ? | -45%[inhibitor] | 4% | -4% | -1% | 7% | 2% | 6%
CC1CCC(Nc2nnnn2-c2ccccc2)CC1 (centres undefined) | -5% | -4 | 0% | -6% | 5% | 0% | 0% | 2% | -4% | -2% | -7%
Cc1cc(NC(=O)CSCC(=O)NC(C)c2ccccc2)no1 (centres undefined) | -5% | 1 | 2% | 17% | 6% | nt | 1% | -4% | -6% | 6% | -1%
O=C(OCc1cnc(Cl)s1)c1cccc(Cl)c1Cl | 1% | 2 | ? | -1% | 1% | 0% | -12% | -3% | 8% | -6% | -3%
O=C(N=C1c2ccccc2CN1c1cccc(Cl)c1)c1cccnc1 | -5% | -1 | 6% | ? | 0% | 8% | -6% | 3%[46.1 µM] | 2% | 6% | -1%
COC(=O)c1ccc(NC(=O)c2cc[n+]([O-])cc2)cc1 | 2% | -1 | 10% | 14% | -13% | 4% | 0% | -151% | 2% | 1% | 3%
CCN(CC)CCCCN1c2ccccc2Sc2ccccc21 | 0% | 7 | ? | 1% | -53%[inhibitor] | -59%[inhibitor] | -6% | 6% | -14% | -4% | 4%
Cc1ccc(C2NC(=O)CCC2[N+](=O)[O-])cc1 (centres undefined) | -2% | 24 | -12% | -15% | -12% | -4% | 8% | 8% | 4% | 8% | -17%
Cn1c(/C=C/c2ccccc2)nc2ccccc2c1=O | 1% | -23 | 5% | ? | ? | ? | -12% | 1% | -9% | 1% | 8%
Cc1ccc(-n2nnnc2SCC(=O)c2ccc3c(c2)NC(=O)CO3)c(C)c1 | -2% | -13 | ? | -25% | -24% | -6% | 0% | 4% | 1% | -1% | 11%
CCN=c1sc(C(=O)NCCc2ccccc2)cc(=O)n1CC | -4% | -5 | ? | 5% | -34% | -9% | 8% | -1% | 4% | 1% | -17%
Cc1nn(-c2ccccc2)c(N)c1Sc1ccc([N+](=O)[O-])cc1 | -3% | 2 | ? | ? | 2% | 8% | -16% | -1%[46.1 µM] | 2% | -2% | 6%
O=C(CN1C(=O)NC(Cc2ccccc2)C1=O)Nc1ccccc1 (centres undefined) | -1% | -2 | ? | 24% | 11% | -5% | -3% | 1% | 2% | 2% | -12%
COCCN(C(=O)c1ccccc1Oc1ccccc1)c1c(N)n(CC(C)C)c(=O)[nH]c1=O | -8% | 12 | -6% | 16% | -14% | -1% | 3% | 2% | 10% | 4% | -5%
CS(=O)(=O)N1CCN(CC(=O)NC2CCCCC2)CC1 | 1% | 9 | 8% | -8% | 0% | -1% | 3% | 3% | -2% | 3% | 8%
CN1C(=O)N(C)c2ccc(C=O)c3cccc1c23 | -7% | -8 | 0% | -21% | ? | -1% | -3% | -3% | -3% | nt | 5%
Cc1ccc(C(=O)c2ccc([N+](=O)[O-])cc2)cc1 | -1% | 8 | -9% | 20% | -9% | 3% | 0% | nt | 7% | 2% | 33%
Cc1ccccc1/C=N/NC(=O)Cn1nnc(N)n1 | 0% | -3 | 2% | 6% | 25% | -2% | -10% | -6%[46.1 µM] | -3% | -1% | 2%
CC(=O)Nc1ccc(S(=O)(=O)N2CCSC2c2ccccc2Cl)cc1 (centres undefined) | -9% | 17 | -1% | -21% | -1% | 11% | 1% | 1% | nt | -6% | -10%
CC1CN(C(=O)CSc2nnc(CNC(=O)c3ccc(S(=O)(=O)N(C)C)cc3)o2)CC(C)O1 (centres undefined) | -1% | -2 | 3% | -6% | -22% | -3% | -6% | 0% | 7% | 3% | -3%
Cc1ccc(NC(=O)C(C)Oc2ccccc2)cc1S(=O)(=O)N1CCCCCC1 (centres undefined) | -2% | -30 | 6% | ? | -40% | 17% | 0% | -1% | 19% | -3% | 4%
New compounds follow:
SMILES | PTAP TSG101 blk | TSHR antag | Chronic BCR inh | ELG1 DNA repair | Integrin act MD | Mito fusion yeast | Tb PFK block | TCR act | A-T KAP1 phos | S-ASM inh | Eya2 inh
COCCNC(=O)CN(C(=O)CCC(=O)Nc1ccccn1)c1ccc(C)cc1 | 0% | 3 | -1% | -5% | 8% | -1% | 2% | -1% | 4% | -3% | 3%
CCCCN(Cc1cccs1)S(=O)(=O)c1csc(C(N)=O)c1 | 1% | 23 | -13% | 2% | 41% | -2% | 0% | -56% | -5% | 3% | 6%
O=C(COc1ccc(F)cc1F)N1CCCCCCC1 | 0% | 8 | 2% | 4% | 14% | 2% | -3% | -8% | 4% | -2% | -7%
Cc1c(Cl)cnc(NC(=O)COC(=O)c2ccncc2)c1Cl | 1% | -17 | 3% | -1% | 23% | 1% | -11% | 4% | -7% | 3% | 23%
N#Cc1cn(-c2ccccc2)nc1-c1ccc2c(c1)OCCO2 | 0% | 1 | ? | ? | -27% | -1% | 16% | -5% | -1% | 0% | -20%
CCC(CC)C(=O)Nc1ccccc1-n1cccc1 | -1% | -4 | 6% | 8% | -7% | 5% | 3% | 3% | 3% | 0% | 11%
O=C1CC(c2ccccc2Br)c2cc3c(cc2N1)CCC3 (centres undefined) | nt | -15 | -1% | ? | nt | -1% | -11% | nt | -3% | nt | -1%
CCN(CC)S(=O)(=O)c1ccc2c(c1)c(=O)c(C(=O)N1CCOCC1)cn2C | -5% | 7 | 0% | 16% | 16% | -6% | 8% | -3% | -5% | 3% | -13%
COc1cc(C)ccc1OCCCCN1CC(C)OC(C)C1 (centres undefined) | -4% | 2 | 12% | -1% | 19% | 9% | -5% | 6% | 6% | -3% | 19%
Cc1cc(C)c(C(N)=O)c(Cl)n1 | -1% | 18 | 2% | 8% | -3% | 14% | 5% | -6% | -3% | 1% | 7%
CN(c1ccccc1)S(=O)(=O)c1cccc(NC(=O)Nc2ccc(Cl)cc2C#N)c1 | 0% | -15 | 2% | ? | -1% | 0% | 0% | -6%[46.1 µM] | 4% | 23% | -4%
CCN(CC)S(=O)(=O)c1ccc(C)c(NC(=O)CN2CCN(C)CC2)c1 | 2% | -3 | 5% | 7% | -12% | -2% | -2% | 9% | 1% | 3% | 30%
NC1=NC(=O)CC(C(=O)NCCc2ccccc2)S1 (centres undefined) | -2% | -2 | 0% | 10% | -8% | -1% | -6% | -8% | nt | -2% | -19%
COc1ccc(Nc2nc(C(=O)NCc3ccco3)cs2)cc1 | 0% | -1 | ? | ? | -12% | -4% | 0% | -1% | -8% | -3% | -2%
Cc1ccc(S(C)(=O)=NC(=O)NC(=O)c2c(F)cccc2Cl)cc1 (centres undefined) | -6% | 4 | -2% | 0% | 21% | -4% | -1% | 5% | -6% | 1% | -12%
Cc1onc(-c2ccccc2)c1C(=O)Nc1sc2c(c1C#N)CCC(C)C2 (centres undefined) | 2% | -3 | 4% | ? | -30% | 4% | -3% | 2% | -1% | -12% | 1%

Part of the list above with just PTAP TSG101 blk, Tb PFK block and TSHR antag.
Compound | PTAP TSG101 blk | Tb PFK block | TSHR antag
COc1cc(C)ccc1OCCCCN1CC(C)OC(C)C1 (centres undefined) | -4% | -5% | 2
Cc1cc(C)c(C(N)=O)c(Cl)n1 | -1% | 5% | 18
